Growth percent in the NCI-60 one-dose screen (48 h, 10 µM unless noted): 100 = growth as untreated, 0 = no growth, -100 = all killed.
OVCAR-3 = OVCAR-3 ovarian cancer; 79,000 compounds, 7% hits; AID 1794787
OVCAR-4 = OVCAR-4 ovarian cancer cells. 80,000 compounds, 3.7% hits. AID 1794784
OVCAR-5 = OVCAR-5 ovarian cancer; 82,000 compounds, 2.9% hits; AID 1794783
IGROV1 = IGROV1 ovarian cancer | 79,000 compounds, 4.7% hits
RXF 393 = RXF 393 renal cancer cells; 77,000 compounds, 6.9% hits
OVCAR-8 = OVCAR-8 ovarian cancer; 81,000 compounds, 4.4% hits; AID 1794782
ACHN = ACHN renal cancer; 81,000 compounds, 4.9% hits
SK-OV-3 = SK-OV-3 ovarian cancer cells; 80,000 compounds, 3.2% hits
A498 = A498 renal cancer cells | 76,000 compounds, 5.4% hits | AID 1794774
Active calls of the source: *; x = not tested or not shown; & = joins results of further samples; ! = not confirmed by another sample; [ ] = another dose, or the depositor's remark. Rule for the calls: active = growth percent below 10; inactive = the rest.

Values run as follows: A498	OVCAR-4	RXF 393	OVCAR-3	OVCAR-8	SK-OV-3	IGROV1	ACHN	OVCAR-5
- COc1ccc(-c2nc3ccc(-c4nnc(SCC(=O)Nc5ccc(Br)cc5)o4)cc3[nH]2)cc1OC
    83	88	x	99	87	96	75	47	83
- CCOc1ccc(NC(=O)c2ccc(NS(C)(=O)=O)c(C)c2)cc1
    101	112	x	106	108	106	108	105	99
- O=C1C=CC(=O)c2c1c(-c1ccc(C(F)(F)F)cc1)nn2-c1cccc(Cl)c1
    105	95	95	100	98	90	85	94	107
- COC(=O)c1nc(-c2ccccc2)oc1S(=O)(=O)N1CCC(C)CC1
    113	74	60	57	77	85	72	68	82
- N#Cc1nc(CC(=O)/C=C/c2ccccc2)c(CC(=O)/C=C/c2ccccc2)nc1C#N
    111	95	107	103	103	100	83	87	105
- O=C(Nc1ccc2ccccc2c1)c1ccc(Cl)cc1Cl
    99&76	88&94	71&100	92&102	99&103	101&102	77&104	95&129	92&108
- CCOc1ccccc1NC(=O)c1cc(-c2ccc(C)cc2)n(-c2ccc(S(C)(=O)=O)cc2)n1
    154	92	96	126	106	107	107	101	106
- O=C(NCc1ccc2c(c1)OCO2)NCC1CCCC(CNC(=O)NCc2ccc3c(c2)OCO3)C1 (centres undefined)
    95	96	106	108	100	99	106	105	108
- CCN(CC)CCCC(C)Nc1c(C)cnc2cc(Cl)ccc12 (centres undefined)
    82	91	x	79	96	96	100	100	97
- O=C1CC(SC(=S)C2CCCC2=O)C(=O)N1 (centres undefined)
    100	106	115	109	96	105	x	103	109

(list continues)
Values run as follows: A498	OVCAR-4	RXF 393	OVCAR-3	OVCAR-8	SK-OV-3	IGROV1	ACHN	OVCAR-5
- Cc1[nH]c2ccc(F)cc2c1CCNC(=O)C1CCN(C(=O)c2ccc(-c3ccccc3)cc2)CC1
    48	45	55	64	56	64	67	53	90
- FC(F)(F)c1ccc(-c2cncnc2NCCCC(F)(F)C(F)(F)C(F)(F)C(F)(F)C(F)(F)C(F)(F)C(F)(F)C(F)(F)F)cc1
    85	112	91	101	98	92	98	97	101
- c1ccc(CN2CCCCC2)nc1
    x	111	116	110	118	98	106	114	103
- CC1(NCc2ccc(Cl)cc2)COP(=O)(NCc2ccccc2)OC1 (centres undefined)
    97	107	120	122	100	104	121	107	105
- CC(O)COc1ccccc1 (centres undefined)
    102	109	104	106	106	107	137	105	114
- CCN(CC)c1nc(Cl)nc(Nc2ccc3cc(-c4ccccc4)c(=O)oc3c2)n1
    98	94	110	115	113	117	47	97	111
- CC[N+](C)(CC)CCC[N+]12CCC(CC1)CC2
    107	99	111	108	105	90	101	100	105
- Cc1ccc(S(=O)(=O)C(C)(C)C)cc1
    64	113	112	x	100	110	113	111	102
- CCOP(=O)(OCC)/C(C#N)=C\c1ccc(OC(C)=O)cc1
    99	107	111	109	113	121	103	108	98
- O=C1CCC23OC(c4ccccc4N12)C(O)C(O)C3O (centres undefined)
    104	105	113	96	99	117	98	109	110

(continued)
Values run as follows: A498	OVCAR-4	RXF 393	OVCAR-3	OVCAR-8	SK-OV-3	IGROV1	ACHN	OVCAR-5
- COc1ccc(OC)c(/C=C2\Cc3c(Br)cccc3C2=O)c1
    100	104	91	92	106	98	99	94	87
- CCCCS(=O)(=O)Oc1ccc(-c2nc(C)c(C(=O)OCC)s2)cc1C=O
    78	75	x	65	45	109	43	63	95
- CCN(CC)CCOCC[C@H]1CC[C@H]2[C@@H]3[C@H](C)Cc4cc(OS(N)(=O)=O)ccc4[C@H]3CC[C@]12C
    -92*	8.5*	x	-86*	x	-95*	x	-66*	-50*
- NC(=O)NC[C@H](N)C(=O)O
    106[20 µM]	100[20 µM]	109[20 µM]	114[20 µM]	104[20 µM]	105[20 µM]	102[20 µM]	101[20 µM]	94[20 µM]
- Cc1cc(NC(=O)NC(=O)c2ccccc2N(C)C)ccc1Oc1ncc(Br)cn1
    11&15	49&16	-1.6*!	0.1*!	52	60&45	-12*!	-17*!	78&34
- CC12CCCCC1=CC(=O)CC2 (centres undefined)
    210	111	111	x	110	110	113	103	114
- O=C(Nc1ccc(F)cc1)C1(C(=O)Nc2ccc(Oc3ncnc4scc(Nc5n[nH]c(=S)s5)c34)cc2)CC1
    120	103	112	106	103	98	98	99	99
- CC1OC(O)C(O)C(O)C1O (centres undefined)
    101	113	119	104	105	97	107	111	107
- COc1ccc(C(=O)/C=C/c2cc(-c3ccc4c(c3)OCO4)n[nH]2)cc1
    55	58	86	85	75	81	91	89	81
- Cc1cc(=O)c(C(=O)O)c(C)n1-c1ccccc1
    84	109	107	103	103	118	99	102	91

Laid out differently: 3 of the compounds above
smiles,A498,OVCAR-4,RXF 393,OVCAR-3,OVCAR-8,SK-OV-3,IGROV1,ACHN,OVCAR-5
CC1OC(O)C(O)C(O)C1O (centres undefined),101,113,119,104,105,97,107,111,107
Cc1cc(=O)c(C(=O)O)c(C)n1-c1ccccc1,84,109,107,103,103,118,99,102,91
O=C(Nc1ccc(F)cc1)C1(C(=O)Nc2ccc(Oc3ncnc4scc(Nc5n[nH]c(=S)s5)c34)cc2)CC1,120,103,112,106,103,98,98,99,99

Next structures:
Values run as follows: A498	OVCAR-4	RXF 393	OVCAR-3	OVCAR-8	SK-OV-3	IGROV1	ACHN	OVCAR-5
- Clc1ccc(Sc2nc(NC3CC3)nc(Sc3ccc(Cl)cc3)n2)cc1
    84	66	79	86	87	73	65	85	93
- O=C(CCl)n1c(-c2ccccc2)nc2ccccc21
    59	100	98	103	95	91	91	100	99
- Cc1cc(O)c2c3c(n([C@@H](CCCCNC(=O)C(F)(F)F)C(=O)O)c(=O)c2c1)C(=O)c1c(OC2CC(O)[C@@H](O)[C@H](C)O2)cccc1C3=O (some centres undefined)
    83	84	105	91	101	88	82	93	96
- COC(=O)C(CCC(C(=O)OC)N1C(=O)c2ccccc2C1=O)N1C(=O)c2ccccc2C1=O (centres undefined)
    103	89	111	110	92	101	104	105	106
- Clc1c(Cl)c(Cl)c(SCN(c2ccccc2)c2ccccc2)c(Cl)c1Cl
    79	x	122	112	106	99	83	94	95
- CCOC(=O)c1sc(NS(=O)(=O)c2ccccc2)nc1C
    114	111	114	133	114	106	6.9*	123	107
- O=C(CC(=O)Nc1cccc(C(=O)O)c1)Nc1cccc(C(=O)O)c1
    104	98	111	113	107	106	109	92	101
- COc1cccc(/C=N\NC(=S)N/N=C/c2cccc(OC)c2OC)c1OC
    94	101	134&118	108&117	107&96	107&106	91	97&99	106&99
- CN(C)c1ccc(/C=N/C2=NNC(C)(c3ccccc3O)N2C(Cc2c[nH]c3ccccc23)C(=O)O)cc1 (centres undefined)
    92	88	104	92	93	66	65	90	111
- COc1ccc(C2C(N)=NNC2c2cccc(O)c2)cc1 (centres undefined)
    126	108	97	106	94	99	91	106	107

Further entries.
Values run as follows: A498	OVCAR-4	RXF 393	OVCAR-3	OVCAR-8	SK-OV-3	IGROV1	ACHN	OVCAR-5
- CC1(C)C(=O)CCC2(C)C1=CCC1C2C(=O)CC2(C)C1CCC2(O)C(=O)CO (centres undefined)
    103	102	115	101	98	105	105	96	102
- C/C(=N\Nc1ncc(-c2ccc(Cl)cc2)s1)c1cc2ccccc2o1
    123	104	106	113	95	99	88	89	94
- Cn1c2c(c3cc(Cl)ccc31)-n1cccc1C2=O
    93	x	127	119	100	109	118	106	105
- COc1ccc(C(=O)N2C=Cc3ccccc3C2C#N)cc1 (centres undefined)
    91	102	90	105	100	97	114	96	102
- Nc1ncc(-c2ccc(NS(=O)(=O)c3ccc(F)c(Cl)c3)cc2)[nH]1
    88	90	101	x	90	104	94	99	93
- COc1cc(NC2CCC(=O)N2c2ccc(Cl)cc2Cl)cc(OC)c1OC (centres undefined)
    89	101	120	101	103	102	105	110	99
- COC(=O)CN/C(CCCO)=C(/C#N)C1Nc2ccccc2N1C (centres undefined)
    97	112	117	111	91	106	100	104	102
- O=C1CNC(c2ccccc2Cl)N1O (centres undefined)
    126	96	124	108	90	95	102	96	104
- COc1cccc(/C=C/C(=N/O)c2cc3ccccc3oc2=O)c1OC
    99	104	105	114	94	107	111	112	126
- O/N=C(\CSc1nnc(-c2ccc(Cl)cc2)o1)c1ccccc1
    100	101	109	103	110	101	x	100	104

The results go on:
Values run as follows: A498	OVCAR-4	RXF 393	OVCAR-3	OVCAR-8	SK-OV-3	IGROV1	ACHN	OVCAR-5
- COc1ccc(/C=C/C(=O)c2ccc(NC(=O)CSc3nnc(-c4c[nH]c5ccccc45)n3-c3ccccc3)cc2)cc1OC
    122	85	x	78	98	101	84	82	103
- C=C(C)C(c1ccccc1)c1[nH]c(C)c(C(=O)OC)c1C(=O)OC (centres undefined)
    100	97	99	123	103	101	101	109	99
- CCOC(=O)C(Cc1ccccc1[N+](=O)[O-])C(=O)OCC
    117	107	x	108	x	84	101	92	106
- Fc1cccc(Cn2cc(CSc3nc4ccccc4o3)nn2)c1
    75	89	109	101	104	87	88	93	94
- Cc1c(C(=O)Nc2nc3ccccc3s2)nnn1-c1ccccc1Br
    70	36	88	85	89	x	87	88	103
- S=c1nc(-c2ccc(Br)cc2)cc(-c2cn(-c3ccccc3)nc2-c2ccc(OCc3ccccc3)cc2)[nH]1
    94	91	96	108	108	102	104	97	110
- Cc1c(O)ccc2cc(C(=O)CSc3nnnn3-c3ccccc3)c(=O)oc12
    86	114	89	108	96	94	109	100	104
- COc1cc2nc(Cl)nc(Nc3cccc(C4=Nc5c(N)nc(N)nc5NC(c5ccc(F)cc5)C4)c3)c2cc1OC (centres undefined)
    78	97	51	61	52	117	81	97	107
- CC(=O)CC(c1cccs1)c1c(-c2ccccc2)n(C)c2ccccc12 (centres undefined)
    x	96	98	117	96	129	91	93	95
- OC1(O)CCN(Cc2ccccc2)CC1
    100	98	125	113	105	109	124	112	99

Continuation.
Values run as follows: A498	OVCAR-4	RXF 393	OVCAR-3	OVCAR-8	SK-OV-3	IGROV1	ACHN	OVCAR-5
- COC(=O)c1cccc(NC2=C(Cl)C(=O)C(C)=C(C)C2=O)c1
    88	-37*	104	94	99	106	56	104	101
- C=C1C(=O)O[C@H]2[C@H]1CC/C(COC(=O)/C=C\C(=O)NCc1ccc(Cn3c(=O)sn(-c4ccccc4)c3=O)cc1)=C\CC[C@@]1(C)O[C@@H]21
    91	85	84	39	91	108	77	42	98
- CNC(=O)c1cc(Oc2ccc3nc(Nc4ccc(Cl)c(C(F)(F)F)c4)ccc3c2)ccn1
    62	56	75	62	58	93	84	49	92
- CC(C)=CC(=O)C=C(C)C
    103	95	124	115	106	112	101	107	132
- CCCCN(C#N)CCCC
    122	110	116	117	113	105	105	98	104
- Cc1ccc(S(=O)(=O)NCCNc2nccc(-c3c(-c4cccc(O)c4)nc4sccn34)n2)cc1
    97	95	91	96	81	116	77	93	138

5 compounds already listed, arranged by SMILES length, smallest number first:
Values run as follows: A498	OVCAR-4	RXF 393	OVCAR-3	OVCAR-8	SK-OV-3	IGROV1	ACHN	OVCAR-5
- CCCCN(C#N)CCCC
    122	110	116	117	113	105	105	98	104
- CC(C)=CC(=O)C=C(C)C
    103	95	124	115	106	112	101	107	132
- CNC(=O)c1cc(Oc2ccc3nc(Nc4ccc(Cl)c(C(F)(F)F)c4)ccc3c2)ccn1
    62	56	75	62	58	93	84	49	92
- Cc1ccc(S(=O)(=O)NCCNc2nccc(-c3c(-c4cccc(O)c4)nc4sccn34)n2)cc1
    97	95	91	96	81	116	77	93	138
- C=C1C(=O)O[C@H]2[C@H]1CC/C(COC(=O)/C=C\C(=O)NCc1ccc(Cn3c(=O)sn(-c4ccccc4)c3=O)cc1)=C\CC[C@@]1(C)O[C@@H]21
    91	85	84	39	91	108	77	42	98
